Tau FP inhib: qHTS for Inhibitors of Tau Fibril Formation, Fluorescence Polarization. Microtubule-associated protein tau (Homo sapiens), P10636. K18 P301L tau heparin fibrillization, Alexa594 FP, 6 h. Potency, µM (top dose mostly 57.7 µM), for inactives: at the top dose activity, negative = inhibition, actives largely listed as inhibitors. actives 0.39% (n = 280,000). AID 1468, 2008; note: % is set by controls: 0 for no effect and ±100 for the full control effect; nearly all actives have a fitted effect of over 55% in size
Target sequence (P10636 561-689 P618L limits assumed): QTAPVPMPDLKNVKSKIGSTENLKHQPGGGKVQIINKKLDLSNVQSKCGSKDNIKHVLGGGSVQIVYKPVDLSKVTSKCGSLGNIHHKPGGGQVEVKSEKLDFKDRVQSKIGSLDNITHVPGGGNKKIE
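Heparin (20 uM) drove fibril formation of recombinant tau K18 P301L, 15 uM unlabeled with 0.24 uM Alexa 594 label, for 6 hr at 37 C in 100 mM sodium acetate pH 7. Fluorescence polarization (555/632 nm) read 1 hr after 30 uM ThT.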
Tau ThT inhib: qHTS for Inhibitors of Tau Fibril Formation, Thioflavin T Binding. Microtubule-associated protein tau (Homo sapiens), P10636. recombinant tau K18 P301L, heparin-induced fibrillization, ThT fluorescence. Potency, µM (highest dose often 57.4 µM), for inactives: at the highest dose activity, negative = inhibition, hits mostly inhibitors. actives 2.1% (n = 270,000). AID 1460, 2008; note: % is set by controls: 0 for no effect and ±100 for the full control effect; nearly all actives have a fitted effect of over 55% in size
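Tau K18 P301L fragment (15 uM unlabeled plus 0.24 uM Alexa 594-labeled) in 100 mM sodium acetate pH 7 with compound, fibrillization induced by 20 uM heparin for 6 hr at 37 C. Thioflavin T (30 uM) added, fluorescence read after 1 hr (ex 450, em 510 nm).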
Tau fluor counter: Counterscreen qHTS for Inhibitors of Tau Fibril Formation, Fluorescence Polarization; tau K18 P301L Alexa594 fluorescence, heparin fibrillization; Potency, µM (series often up to 57.7 µM), for the others: top-dose activity change, negative = decrease; actives 0.93% (n = 280,000); note: % is set by controls: 0 for no effect and ±100 for the full control effect; nearly all actives have a fitted effect of over 55% in size
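Human tau K18 P301L (15 uM unlabeled, 0.24 uM Alexa 594-labeled) in 100 mM sodium acetate pH 7 with 20 uM heparin, 6 hr at 37 C. ThT 30 uM added, 1 hr ambient; Alexa 594 FP and total fluorescence read at 555/632 nm.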
L3MBTL1 inh: qHTS Assay for the Inhibitors of L3MBTL1; actives 0.66% (n = 230,000); Potency, µM (highest dose often 57.1 µM), for the others: at the highest dose activity, negative = inhibition, actives largely listed as inhibitors; Lethal(3)malignant brain tumor-like protein 1 (Homo sapiens), Q9Y468; AlphaScreen L3MBTL1–H3K9me1 peptide binding; note: % is set by controls: 0 for no effect and ±100 for the full control effect; nearly all actives have a fitted effect of over 60% in size
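Displacement of a biotinylated histone H3(1-15) peptide monomethylated at Lys9 (75 nM) from L3MBTL1 (50 nM) was measured by AlphaScreen after a 30 min room-temperature compound incubation; cefsulodin titration served as intraplate control.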
RECQ1 helicase: qHTS Assay for Inhibitors of RecQ-Like Dna Helicase 1 (RECQ1). actives 0.54% (n = 240,000). RECQ1 DNA unwinding, red fluorescence kinetic read. ATP-dependent DNA helicase Q1 (Homo sapiens), P46063. AID 2549, 2010. Potency, µM (titrated, usually from 57.3 µM), inactives show at the highest dose activity, negative = inhibition, usual class: inhibitors;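 note: plate controls were vehicle for no effect and no enzyme for full effect; nearly all actives have a fitted effect of over 30% in size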
Target sequence (P46063 whole entry, looked up): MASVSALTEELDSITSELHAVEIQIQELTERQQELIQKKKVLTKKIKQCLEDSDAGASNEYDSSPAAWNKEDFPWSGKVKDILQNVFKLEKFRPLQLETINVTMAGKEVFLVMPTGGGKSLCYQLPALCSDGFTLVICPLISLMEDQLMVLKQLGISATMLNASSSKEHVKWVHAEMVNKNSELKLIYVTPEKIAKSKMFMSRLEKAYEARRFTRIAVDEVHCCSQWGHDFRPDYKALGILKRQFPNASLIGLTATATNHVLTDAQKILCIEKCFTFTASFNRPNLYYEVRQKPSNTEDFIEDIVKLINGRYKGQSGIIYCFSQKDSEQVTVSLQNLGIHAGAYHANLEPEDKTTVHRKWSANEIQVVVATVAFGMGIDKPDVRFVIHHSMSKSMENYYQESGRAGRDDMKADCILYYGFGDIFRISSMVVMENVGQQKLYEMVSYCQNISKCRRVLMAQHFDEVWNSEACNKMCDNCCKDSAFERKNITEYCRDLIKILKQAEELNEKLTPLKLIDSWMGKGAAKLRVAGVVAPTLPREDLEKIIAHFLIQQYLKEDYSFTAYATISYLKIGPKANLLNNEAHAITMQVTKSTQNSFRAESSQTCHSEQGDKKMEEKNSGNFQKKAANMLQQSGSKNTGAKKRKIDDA
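50 nM RECQ1T1 preincubated 15 min with compound in Tris pH 8.0 buffer with MgCl2, DTT, Tween-20 and 2.5 ug/ml poly(dI-dC); started with 200 nM TAMRA/BHQ-2 forked duplex and 2 mM ATP. Unwinding read as fluorescence (525/598 nm), two reads 2 h apart.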
TR SRC2 fluor cs: Total Fluorescence Counterscreen for Inhibitors of the Interaction of Thyroid Hormone Receptor and Steroid Receptor Coregulator 2. Potency, µM (top dose mostly 106 µM), for the others: top-dose fluorescence change, negative = quenching. actives 0.29% (n = 280,000). TRb/SRC2 Texas Red total fluorescence interference. AID 1479, 2009; active = well fitted curve in either direction with a large enough effect; inconclusive = small, poorly fitted or top-dose-only effect; note: % is set by controls: 0 for no effect and ±100 for the full control effect
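Flags fluorescent or light-absorbing compounds by total fluorescence, S + 2P, at 555 nm excitation and 632 nm emission. Mixture: 20 nM Texas Red SRC2 peptide, 0.6 uM human TRb LBD, 1 uM T3, 5% DMSO; compound exposure 5 h at ambient temperature.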
TRb-SRC2 inh: qHTS for Inhibitors of the Interaction of Thyroid Hormone Receptor and Steroid Receptor Coregulator 2; Potency, µM (series often up to 106 µM), inactives show top-dose activity change, negative = inhibition, actives largely listed as inhibitors; actives 0.065% (n = 280,000); Thyroid hormone receptor beta (Homo sapiens), P10828; TRbeta-SRC2 peptide binding, fluorescence polarization; receptor liganded with 1 µM T3; AID 1469, 2008;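 note: plate controls were bound peptide for no effect and peptide without receptor for full effect; nearly all actives have a fitted effect of over 50% in size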
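Decrease in fluorescence polarization of 20 nM Texas Red SRC2 coactivator peptide flagged inhibition of its binding to 0.6 uM TRb LBD; 1 uM T3 included, incubation 5 hr, ex 555/em 632 nm.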
HTT ATP protect: qHTS Multiplex Assay to Identify Dual Action Probes in a Cell Model of Huntington: Cytoprotection (ATP). PC12 HTT-Q103 induced, cytoprotection, ATP luminescence, 40 h. Potency, µM (titrated, usually from 56.4 µM), inactives show cytoprotection (ATP increase), most hits filed as activators. actives 0.14% (n = 230,000). AID 1471, 2008;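 note: % of control where 0% means no effect; nearly all actives have a fitted effect of over 45% in size; toxic huntingtin expression switched on by the ecdysone agonist tebufenozide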
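Cells were plated at 1500 per well in phenol red-free DMEM with 5% equine and 5% calf serum. Tebufenozide (100 nM final) and compounds were added, then ATPlite reagent, and luminescence was read.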
* marks the source's active call; other numbers are inactive results; i = inactive; ? = inconclusive; / = not tested or not shown; [ ] = dose if it differs, or a comment. Unless noted, calls come from the whole dose curve; as a rule, active = well fitted curve in the direction sought with a large enough effect; inconclusive = small, poorly fitted or top-dose-only effect, or another doubt; inactive = no such curve, though single readings can be large; an effect the other way counts as inactive or inconclusive. Potency is the fitted concentration of half-maximal effect. An excerpt; rates above refer to the full screens.

SMILES | Tau FP inhib | Tau ThT inhib | Tau fluor counter | L3MBTL1 inh | RECQ1 helicase | TR SRC2 fluor cs | TRb-SRC2 inh | HTT ATP protect
COC(=O)CN1C(=O)CSc2ccc(S(=O)(=O)Nc3cccc(C)c3C)cc21 | -4% | -5% | -17% | / | / | -2% | 6% | /
COc1ccc(S(=O)(=O)N(CC(=O)Nc2ccc3c(c2)OCO3)c2ccc(C)cc2)cc1 | 0% | ? | ? | / | / | -1% | 8% | /
COc1ccc(Nc2nc(N)nc(COc3ccc(OC)cc3)n2)cc1 | -1% | -19% | -6% | -5% | 4% | -5% | 1% | -19%
CCCC[C@@H]1C[C@H]1C(NC(=O)c1cccs1)c1ccccc1C(F)(F)F (some centres not stated) | ? | -2% | -17% | / | -5% | 1% | -2% | -7%
COCCCNC(=S)N(Cc1ccccc1)Cc1ccccc1 | 2% | -4% | -10% | 6% | -7% | 1% | 0% | /
O=C(Nc1nnc(COc2ccc(F)cc2)s1)c1cccs1 | 1% | -9% | -6% | 4% | i | -3% | 1% | 13%[10 µM]
COc1ccc(C2C=C(c3ccccc3)Nc3ncnn32)cc1 (configuration not stated) | 9% | 4% | 11% | 1%[11.4 µM] | i | -3% | 3% | -17%[10 µM]
Cc1ccc(C2=CC(c3cccs3)n3nnnc3N2)cc1 (configuration not stated) | -5% | -10% | -14% | 42%[activator] | i | -1% | -18% | -21%
COC(=O)C1CC(O)CN1C(=O)Nc1ccccc1 (configuration not stated) | 5% | 0% | 2% | 7% | -3% | -1% | -1% | -25%
COc1ccccc1CSc1ncc(-c2ccc([N+](=O)[O-])cc2)[nH]1 | -1% | 14µM* | 28µM*[quencher] | -29% | -13% | -6% | 0% | /
Cn1c(=O)c2c(c3ccccc31)OC(=O)CC2c1ccccc1 (configuration not stated) | -1% | -6% | -3% | / | / | -2% | 4% | /
O=C1NC(=S)N/C1=C\C=C\c1ccccc1 | -4% | / | 1% | / | -5% | -1% | 8% | -4%[10 µM]
CC(=O)Nc1ccc(C(=O)Nc2ccc3c(c2)OCO3)cc1 | 10% | ? | -23% | -6% | -10% | 0% | -19% | -2%
COc1ccc2c(c1)C1NC(=S)N[C@@](C)(O2)C1C(=O)Nc1ccccc1 (some centres not stated) | 6% | -2% | -5% | -3% | -2% | -1% | -13% | ?
O=C(Nc1ccc(F)cc1)c1ccc(-n2cncn2)c([N+](=O)[O-])c1 | 5% | -13% | -15% | -6% | -15% | 1% | -4% | -12%
Cn1nc(C(=O)OCC(=O)Nc2cccc(S(=O)(=O)N3CCCC3)c2)c2ccccc2c1=O | -14% | / | -10% | / | -12% | -1% | 11% | 21%[10 µM]
Cc1ccc(Nc2cc(C)nn2-c2nc(C)cc(=O)[nH]2)cc1 | 10% | ? | -9% | 2% | -8% | -3% | -13% | 6%[10 µM]
O=C1CN(C(=O)c2ccc(S(=O)(=O)N3CCCCC3)cc2)C(c2ccc(F)cc2)c2cc(F)ccc2N1 (configuration not stated) | -4% | -8% | -11% | / | / | 1% | -3% | /
COC(=O)c1ccccc1NC(=O)/C=C/c1ccco1 | 4% | 1% | -4% | ? | -13% | 3.2µM*[quencher] | ? | -15%[1.9 µM]
Cn1cc(-c2cc3n(n2)CCC(=O)N3CCCC(=O)NCc2ccc(Cl)cc2)c2ccccc21 | -2% | -7% | -14% | / | / | -7% | -2% | /

Continued (five carried over from the part before).
SMILES | Tau FP inhib | Tau ThT inhib | Tau fluor counter | L3MBTL1 inh | RECQ1 helicase | TR SRC2 fluor cs | TRb-SRC2 inh | HTT ATP protect
Cn1nc(C(=O)OCC(=O)Nc2cccc(S(=O)(=O)N3CCCC3)c2)c2ccccc2c1=O | -14% | / | -10% | / | -12% | -1% | 11% | 21%[10 µM]
Cc1ccc(Nc2cc(C)nn2-c2nc(C)cc(=O)[nH]2)cc1 | 10% | ? | -9% | 2% | -8% | -3% | -13% | 6%[10 µM]
O=C1CN(C(=O)c2ccc(S(=O)(=O)N3CCCCC3)cc2)C(c2ccc(F)cc2)c2cc(F)ccc2N1 (configuration not stated) | -4% | -8% | -11% | / | / | 1% | -3% | /
COC(=O)c1ccccc1NC(=O)/C=C/c1ccco1 | 4% | 1% | -4% | ? | -13% | 3.2µM*[quencher] | ? | -15%[1.9 µM]
Cn1cc(-c2cc3n(n2)CCC(=O)N3CCCC(=O)NCc2ccc(Cl)cc2)c2ccccc21 | -2% | -7% | -14% | / | / | -7% | -2% | /
CC#CCN1c2ccccc2[C@]23C[C@@H](C(=O)OC)N(S(=O)(=O)c4ccc(C(F)(F)F)cc4)C2=NC(C(=O)OC)=C(C(=O)OC)[C@H]13 | -5%[11.6 µM] | 1%[11.5 µM] | -3%[11.6 µM] | / | -10%[11.5 µM] | -1%[11.2 µM] | 5%[11.2 µM] | -12%[10 µM]
C=CCC1(c2ccccc2)Oc2ccc(C)cc2-c2nc3cc(Cl)c(Cl)cc3nc21 (configuration not stated) | -1%[11.6 µM] | 5%[11.5 µM] | 5%[11.6 µM] | / | i[11.5 µM] | -2%[11.2 µM] | 0%[11.2 µM] | 10%[10 µM]
Cc1cccc(C(=O)Nc2nnc(S(=O)(=O)N(C)Cc3ccco3)s2)c1 | -10% | 3% | 7% | / | / | ? | -3% | /
O=C(CCCCl)NC(=S)Nc1ccc(CN2CCOCC2)cc1 | -7% | -12% | -7% | -1% | -5% | -1% | -4% | -4%[10 µM]
Cc1onc(-c2ccccc2Cl)c1C(=O)N1CCN(c2cccc(Cl)c2)CC1 | 5% | -14% | -13% | / | 0% | 1% | 12% | -11%
N#Cc1ccsc1NC(=O)COC(=O)c1ccc2ccccc2c1 | -4% | 0% | -23% | -11% | 0% | 14% | 23% | -22%[10 µM]
CC(C)(C)c1nnc(NC(=O)c2cccnc2Cl)s1 | -5% | 2% | -1% | 2% | i | -2% | 5% | 8%[10 µM]
O=C(CSc1nc2ccccc2n1Cc1ccccc1)NCc1ccccc1 | 1% | -6% | 3% | / | / | -2% | -3% | /
O=C1Nc2cc(Cl)c(Cl)cc2N(O)N1c1ccccc1Cl | 5% | -3% | -1% | / | -4% | 0% | 7% | -7%
Cc1ccc2c(N)c(C)ccc2c1 | 4% | -17% | -17% | -8% | 7% | 0% | -3% | 7%[10 µM]
N/C(=N\OC(=O)c1ccc(Cl)cc1[N+](=O)[O-])c1cccnc1 | -9% | ? | -28% | -13% | i | -8% | -4% | 9%[10 µM]
C=CSc1sc(Cl)c(N(C)C)c1[N+](=O)[O-] | ? | ? | -20% | -10% | i | 3%[53 µM] | 6%[53 µM] | 38%[10 µM]
CCCCC(=O)Nc1cccc(C(=O)N/N=C/c2ccc(OC)cc2OC)c1 | 0% | -10% | -21% | -3% | -2% | -2% | -8% | -33%[10 µM]
Cn1c(=O)c2c(ncn2CC(=O)N/N=C/C=C/c2ccco2)n(C)c1=O | -13% | ? | -15% | -5% | i | 2% | -4% | 6%[10 µM]
O=C(Cc1cccs1)NCCn1ccc2ccccc21 | -7% | -17% | -6% | -9% | -5% | -9% | -6% | -17%[10 µM]
O=C(NC1CC(=O)N(c2ccccc2)C1)c1ccc(Br)o1 (configuration not stated) | 3% | 4% | 5% | / | / | -1% | 0% | /
CCOC(=O)N1CCN(C(=O)c2cccc(-n3c(=S)[nH]c4cc(Cl)ccc4c3=O)c2)CC1 | -2% | -8% | -4% | 4% | -13% | -2% | 4% | -6%
COc1ccccc1OCCn1cc(/C=N/NC(=O)c2ccncc2)c2ccccc21 | ? | ? | 13µM*[quencher] | -17% | -13% | -2% | -1% | 12%[10 µM]
CS(=O)(=O)Nc1ccc(C(=O)NCc2ccco2)cc1 | -14% | 0% | -4% | -1% | -15% | -1% | -16% | 0%
O=C(COC(=O)c1ccc(Cl)c(S(=O)(=O)N2CCCC2)c1)NC1CCCC1 | -2% | -6% | -10% | 3% | i | -3% | -9% | 2%[10 µM]
CCSc1nnc(NC(=O)c2ccco2)s1 | 1% | 3% | 1% | 2% | -9% | 7% | 4% | 2%[1.9 µM]
C1CCC2=NCCCN2CC1 | -2% | -5% | -1% | 12% | 3% | 1% | -6% | 10%[10 µM]
CCOC(=O)C1(Cc2cccc(OC)c2)CCCN(Cc2c(C)nn(C(C)C)c2C)C1 (configuration not stated) | 1% | 1% | -1% | -2% | -2% | -1% | 1% | 0%[10 µM]

Three entries out of the list, ordered by formula weight, highest first.
SMILES | Tau FP inhib | Tau ThT inhib | Tau fluor counter | L3MBTL1 inh | RECQ1 helicase | TR SRC2 fluor cs | TRb-SRC2 inh | HTT ATP protect
CCOC(=O)N1CCN(C(=O)c2cccc(-n3c(=S)[nH]c4cc(Cl)ccc4c3=O)c2)CC1 | -2% | -8% | -4% | 4% | -13% | -2% | 4% | -6%
C=CCC1(c2ccccc2)Oc2ccc(C)cc2-c2nc3cc(Cl)c(Cl)cc3nc21 (configuration not stated) | -1%[11.6 µM] | 5%[11.5 µM] | 5%[11.6 µM] | / | i[11.5 µM] | -2%[11.2 µM] | 0%[11.2 µM] | 10%[10 µM]
O=C(CSc1nc2ccccc2n1Cc1ccccc1)NCc1ccccc1 | 1% | -6% | 3% | / | / | -2% | -3% | /

Screening results (PubChem BioAssay)
